bovine MsrA act: bovine methionine sulfoxide reductase A activation; 360,000 compounds, 0.3% hits; activation, % at 10.6 µM; purified bovine MsrA, absorbance read-out; in the data active = activation above about 7.5%;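 also: 0% = vehicle and 100% = reference activator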
Scp-1 inhibitor: Scp-1 (human) phosphatase inhibition. 340,000 compounds, 0.88% hits. Recombinant Scp1, phosphopeptide, malachite green phosphate absorbance. inhibition, % at 20 µM;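 active = inhibition above about 50% at 20 µM, limit read from the data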;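 also: plate controls were DMSO wells with enzyme for no effect and wells lacking enzyme for full effect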
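Test system: SCP-1 catalytic domain; Buffer or medium: Acidic Tris acetate buffer with magnesium and detergent; Also added: Phosphorylated 17-residue peptide substrate; Compound: single 20 µM dose, 1% DMSO; Schedule: enzyme reaction 45 min at room temperature, colour 5 min, stabilisation 30 min; Signal: Phosphate-binding colour reagent, absorbance read at 630 nm.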
DNMT1 block: inhibitors of human DNMT1; P26358; DNMT1 molecular beacon, Hinp1I cleavage, fluorescence; inhibition (reported as % activation of signal), % at 10 µM; 360,000 compounds, 0.83% hits; in the data active = inhibition above about 50%
MsrA inh: inhibits bovine methionine sulfoxide reductase A | inhibition, % at 15.5 µM | 360,000 compounds, 0.75% hits | purified bovine MsrA, absorbance read-out; in the data active = inhibition above about 4.5%;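 also: 0% = vehicle wells with enzyme and 100% = reference inhibitor wells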
eLon inh: E. coli protease La inhibition. purified E. coli Lon protease, fluorescence polarization. inhibition, % at 7.94 µM. 360,000 compounds, 0.42% hits. AID 602123; in the data active = inhibition above about 13%, passing the limit was not always enough;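 also: 0% = enzyme with probe and DMSO and 100% = no enzyme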
Target sequence (P0A9M0 whole entry, looked up): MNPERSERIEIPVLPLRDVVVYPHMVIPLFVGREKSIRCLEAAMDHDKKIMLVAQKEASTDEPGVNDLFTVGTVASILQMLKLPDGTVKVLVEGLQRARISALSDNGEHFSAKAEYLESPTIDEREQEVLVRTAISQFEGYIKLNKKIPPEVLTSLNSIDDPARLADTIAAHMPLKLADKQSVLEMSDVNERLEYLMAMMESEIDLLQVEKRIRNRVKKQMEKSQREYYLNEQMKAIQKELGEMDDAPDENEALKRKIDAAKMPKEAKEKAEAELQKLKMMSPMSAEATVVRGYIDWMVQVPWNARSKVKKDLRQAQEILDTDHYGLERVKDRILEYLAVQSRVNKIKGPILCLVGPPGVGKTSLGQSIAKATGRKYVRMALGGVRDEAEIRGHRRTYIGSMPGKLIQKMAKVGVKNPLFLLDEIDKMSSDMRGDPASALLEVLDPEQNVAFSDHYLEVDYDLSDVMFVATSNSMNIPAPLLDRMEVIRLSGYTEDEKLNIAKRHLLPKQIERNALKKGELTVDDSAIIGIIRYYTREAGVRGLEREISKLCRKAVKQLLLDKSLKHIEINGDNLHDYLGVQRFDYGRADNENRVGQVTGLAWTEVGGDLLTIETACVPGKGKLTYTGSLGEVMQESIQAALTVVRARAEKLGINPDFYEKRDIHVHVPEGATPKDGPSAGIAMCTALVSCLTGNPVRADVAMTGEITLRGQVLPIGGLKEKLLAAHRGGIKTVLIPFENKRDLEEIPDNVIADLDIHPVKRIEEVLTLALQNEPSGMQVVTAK
TbMetRS inhib: blocks T. brucei methionyl-tRNA synthetase activity. 360,000 compounds, 0.4% hits. inhibition, % at 11.9 µM. purified T. brucei MetRS, ATP depletion, Kinase-Glo luminescence;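 active = inhibition above a per-plate cutoff of the control wells' mean inhibition plus 3 SD, cut at about 5.5% in these data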;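 also: 0% = DMSO wells median and 100% = median of wells with control inhibitor compound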
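Dosing: 11.9 µM compound single dose, 0.9% DMSO; Assay system: purified T. brucei MetRS enzyme; Measured by: Kinase-Glo luciferase luminescence reporting remaining unconsumed ATP; Schedule: 15 min plus 2 h at 25 °C.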
SUMO1 PPI mod: SUMO1-SIM interaction modulation | inhibition, % at 20 µM | 360,000 compounds, 0.33% hits | SUMO1 binding to a labelled peptide, TR-FRET, 1 h | P63165 | AID 602429; in the data active = inhibition above about 37%
Target sequence (P63165 whole entry, looked up): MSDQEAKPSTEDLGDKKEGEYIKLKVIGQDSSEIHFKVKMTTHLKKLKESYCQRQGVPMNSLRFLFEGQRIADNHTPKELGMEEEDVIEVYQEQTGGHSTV
LMPTP inh: LMPTP (human) inhibition; P24666; recombinant LMPTP-A, OMFP fluorogenic substrate, fluorescence intensity; inhibition, % at 20 µM; 360,000 compounds, 0.22% hits; AID 651560;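 active = compounds that cut the enzyme signal by at least half of the control window in the single-dose screen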;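 also: plate controls were DMSO wells with enzyme plus substrate for no effect and substrate without enzyme for full effect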
Target sequence (P24666 whole entry, looked up): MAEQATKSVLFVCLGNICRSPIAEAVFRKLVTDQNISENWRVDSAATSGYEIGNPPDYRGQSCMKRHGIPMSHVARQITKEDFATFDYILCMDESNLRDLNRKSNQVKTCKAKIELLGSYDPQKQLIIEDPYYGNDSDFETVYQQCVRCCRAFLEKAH
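Test system: LMPTP-A phosphatase enzyme; input: 0.625 nM LMPTP-A final; reagent: OMFP substrate, 400 µM final; compound dosing: 20 µM single dose, 3% DMSO; incubation: 50 min dark incubation at room temperature; measured by: endpoint fluorescence intensity from OMFP dephosphorylation; measure: % inhibition relative to no-enzyme and uninhibited control wells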
STEP block: STEP (human) phosphatase inhibition | inhibition, % at 20 µM | recombinant STEP, OMFP fluorogenic substrate, fluorescence | 360,000 compounds, 0.25% hits | P54829;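 active = inhibition at 20 µM, scaled per plate between control wells, above about 37%, limit read from the data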;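 also: 0% = DMSO with enzyme and substrate and 100% = substrate only without enzyme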
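System: isolated STEP enzyme; schedule: 20 min enzyme reaction at room temperature, protected from light; medium: Bis-Tris buffer pH 6.0, 2.5 mM DTT, 0.005% Tween 20; signal: fluorescence, 480/540 nm; dosing: single compound dose of 20 µM, 1% DMSO final; also added: OMFP substrate, 25 µM final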
CendR NRP1 mod: modulators of CendR peptide binding to human neuropilin-1 | O14786 | FAM-RPARPAR peptide binding to NRP-1, fluorescence polarization | inhibition, % at 25 µM | 360,000 compounds, 0.85% hits | AID 602438;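 active = inhibition or corrected inhibition above about 18%, plus a signal ratio from 0.5 to 1.5, limit read from the data, passing the limit was not always enough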; also: strong numbers were not always called active
An asterisk follows results filed as active; x = not tested or not shown.

mol | bovine MsrA act | Scp-1 inhibitor | DNMT1 block | MsrA inh | eLon inh | TbMetRS inhib | SUMO1 PPI mod | LMPTP inh | STEP block | CendR NRP1 mod
CC(Oc1ncnc2ccccc12)C(=O)Nc1cccc(S(=O)(=O)N2CCOCC2)c1 (stereo not drawn) | -2 | -8 | 5 | 2.8 | -3 | 0.3 | -1 | -1.2 | -2 | -10
CCc1nc2nc(C)c(NS(=O)(=O)c3ccc(C)c(C)c3)c(=O)n2[nH]1 | -4 | -3 | 2 | -0.3 | 3 | -0.1 | 2 | -1.7 | 0 | -8
CC(C)(C)C1COc2ccccc2N1C(=O)c1ccccc1Cl (stereo not drawn) | -1 | -10 | 3 | 1.0 | 4 | -0.2 | -1 | 1.4 | 0 | 5
COc1ccc(CCNC(=O)c2cc(=O)c3cc(C)ccc3o2)cc1OC | 0 | -1 | 1 | 0.3 | -15 | -0.2 | -7 | -1.6 | -2 | -4
Cc1cccc(-c2nc(C)cc(=O)[nH]2)c1 | 0 | -14 | 0 | -1.1 | -4 | 0.3 | 1 | -2.1 | 3 | 4
COc1ccc(-c2nn(-c3ccccc3)cc2CO)cc1 | -16 | -5 | -2 | 0.3 | 1 | 0.0 | 2 | -0.1 | -2 | 8
O=C(CCSc1ccccc1)NNC(=O)c1ccccc1F | 1 | 1 | 0 | 0.1 | 2 | 0.1 | 7 | -0.7 | -2 | 0
O=C(O)c1cc([N+](=O)[O-])ccc1NCc1ccccn1 | -4 | 2 | 5 | 0.9 | 5 | -0.2 | -17 | -1.7 | -3 | 10
CN1CC(=O)N(CC(=O)N2CCC(Cc3ccccc3)CC2)C1=O | -2 | -7 | 0 | 0.4 | -10 | 0.1 | -1 | 0.8 | 2 | 1
CCCC1=NN(C(=O)Cc2ccc([N+](=O)[O-])cc2)C(O)(C(F)(F)F)C1 (stereo not drawn) | 2 | -1 | 2 | 1.0 | -1 | 0.1 | -10 | 0.3 | -1 | 5
CC(C)Cc1oc(C(=O)O)cc1CN | -10 | -5 | 3 | -1.3 | 2 | -1.0 | -4 | -2.4 | -1 | -13
COCOCCn1cc(CN2CCS(=O)(=O)N(Cc3ccc(-c4ccncc4)cc3)C(CC(C)C)C2=O)nn1 (stereo not drawn) | -1 | x | 0 | 0.2 | -4 | -0.7 | -2 | 0.2 | -4 | -12
COc1cccc(NC(=O)CN2C(=O)CSc3ccc(S(=O)(=O)N4CCCCC4)cc32)c1 | 1 | 27 | -5 | -0.5 | -10 | 1.2 | -5 | 2.0 | -2 | 9
Cc1cc(SCC(=O)N2CCN(C(=O)c3ccco3)CC2)c(C)cc1Br | -5 | -4 | -2 | 0.9 | -1 | 0.1 | -1 | 0.2 | -2 | 22*
COc1ccccc1-c1cc(C(=O)N/N=C/C=C/c2ccccc2[N+](=O)[O-])c2ccccc2n1 | -2 | 8 | -6 | 1.9 | 3 | 0.7 | -4 | 1.4 | 1 | 1
CSc1ccccc1NC(=O)c1cc(-c2ccco2)on1 | -1 | -7 | -7 | -0.3 | -13 | -0.6 | 2 | 3.8 | 2 | 0
CCC(=O)Nc1cccc(SC)c1 | -10 | -9 | 3 | 0.4 | -25 | -1.5 | 1 | 0.6 | -6 | -7
COc1ccc(Nc2ccc(Cl)nn2)cc1 | 3 | -12 | 0 | -0.4 | -1 | 0.7 | -10 | -0.8 | 1 | -7
CCN1C[C@@H]2[C@@H]3C(=O)N(C)C(=O)[C@@H]3[C@](CC)(C(=O)OC)N2C1=NCc1ccccc1 | -3 | -4 | 5 | 1.5 | -2 | 0.1 | 0 | -1.7 | -4 | -9
CC(C)CNc1nc(NC(C)(C)C)nc(Oc2ccc(=O)[nH]n2)n1 | -1 | -4 | 0 | 0.5 | 9 | 0.6 | 4 | 0.3 | 3 | 4
CN=C1SC(CC(=O)Nc2ccccc2F)C(=O)N1C (stereo not drawn) | 1 | -3 | -1 | -0.3 | 12 | -0.2 | -1 | 1.4 | -2 | -8
CCOC(=O)C1CCCN(C(=O)c2cc(COc3ccc(C)nc3)on2)C1 (stereo not drawn) | -3 | 0 | 0 | -0.4 | 1 | -0.1 | -1 | -0.7 | -1 | -5
COc1ccc(-n2nc(C(=O)NCC(=O)N3CCC(C(N)=O)CC3)c3ccccc3c2=O)cc1 | -8 | -4 | 3 | 1.9 | -11 | -0.4 | -11 | -1.7 | 2 | 7
CC(C)OC(=O)Nc1ccc(-c2ccc(NC(=O)OC(C)C)cc2Cl)c(Cl)c1 | -1 | -7 | 1 | 1.2 | 4 | 0.3 | -3 | 1.2 | -1 | 3
CCCN(CCO)CCCc1ccccc1 | 0 | -15 | 1 | 1.2 | 7 | 0.2 | -2 | -4.3 | 1 | 9
O=C(CSc1ccc2nnc(-c3ccccn3)n2n1)Nc1ccc2c(c1)OCCO2 | 0 | -10 | 3 | 0.7 | -5 | -0.2 | -2 | 0.5 | -2 | -2
COCCn1c(C)cc(C(=O)CSc2nc3ccccc3o2)c1C | -3 | -4 | -5 | 1.7 | 5 | 0.5 | -2 | 0.3 | 0 | -5
COCCCNC(=O)/C=C/c1ccc(Cl)cc1Cl | 0 | -5 | 0 | -0.6 | 4 | 3.0 | -10 | -0.5 | -1 | 3
Cc1cccc(OCC(=O)Nc2ccncc2)c1 | -4 | -8 | 1 | -0.8 | 12 | 0.2 | -2 | -1.5 | -2 | -1
COC(=O)c1c(NC(=O)Cc2cccs2)sc(C(=O)NC2CCCCC2)c1C | -1 | -7 | 7 | 0.6 | 10 | -0.8 | 1 | -0.4 | 2 | 3
O=C(CSc1nc2ccccc2[nH]1)N1c2ccccc2Sc2ccccc21 | 0 | 15 | -1 | -0.5 | -2 | -0.9 | 3 | 2.8 | 0 | 5
O=C(C1CCN(S(=O)(=O)c2cccs2)CC1)N1CCCCC1 | -13 | 7 | 4 | -0.9 | -7 | -0.6 | 11 | -0.8 | 1 | 1
O=S1(=O)CC(N2CCN(CCO)CC2)CN1C1CCCC1 (stereo not drawn) | 1 | x | 18 | -2.0 | -7 | -0.6 | 3 | 3.1 | 4 | -2
COc1cc([N+](=O)[O-])ccc1NC(=O)CCS(=O)(=O)c1ccc2c(c1)n(C)c(=O)c(=O)n2C | -2 | 16 | 0 | -0.3 | 1 | 0.1 | -12 | -0.3 | 2 | 0
O=C(/C=C/c1cccs1)N1CCOCC1 | -3 | -3 | 2 | 0.9 | 1 | -0.8 | -5 | -1.4 | -2 | -2
CC(O)(C(=O)c1ccccc1)c1ccccc1 (stereo not drawn) | -11 | x | -2 | 1.1 | 2 | -1.2 | -1 | -2.4 | -1 | -2
COc1ccc(C2CC(c3c(O)cc(C)oc3=O)=NCCS2)c(OC)c1 (stereo not drawn) | -1 | -8 | -2 | x | -353 | 0.1 | 4 | 1.0 | 2 | -12
O=c1c([N+](=O)[O-])c(N2CCCCC2)c2ccccc2n1-c1ccccc1 | -3 | 17 | 25 | x | 1 | -0.7 | 0 | 32 | 23 | -6
CCN1CCN(CCNC(=O)CS(=O)(=O)Cc2nc(-c3ccc(C)cc3)oc2C)CC1 | -2 | -1 | 5 | 0.3 | 2 | -0.4 | 1 | -0.7 | -3 | -3
CCN(CC)C(=O)c1sc(NC(=O)c2ccc3c(c2)OCO3)c(C(N)=O)c1C | -7 | 7 | 1 | 2.1 | 7 | -0.7 | 7 | -0.1 | 0 | 2

An excerpt of these results, with each value named:
O=S1(=O)CC(N2CCN(CCO)CC2)CN1C1CCCC1 (stereo not drawn)
  bovine MsrA act = 1; Scp-1 inhibitor = x; DNMT1 block = 18; MsrA inh = -2.0; eLon inh = -7; TbMetRS inhib = -0.6; SUMO1 PPI mod = 3; LMPTP inh = 3.1; STEP block = 4; CendR NRP1 mod = -2

COc1cc([N+](=O)[O-])ccc1NC(=O)CCS(=O)(=O)c1ccc2c(c1)n(C)c(=O)c(=O)n2C
  bovine MsrA act = -2; Scp-1 inhibitor = 16; DNMT1 block = 0; MsrA inh = -0.3; eLon inh = 1; TbMetRS inhib = 0.1; SUMO1 PPI mod = -12; LMPTP inh = -0.3; STEP block = 2; CendR NRP1 mod = 0

Going on with the list.
mol | bovine MsrA act | Scp-1 inhibitor | DNMT1 block | MsrA inh | eLon inh | TbMetRS inhib | SUMO1 PPI mod | LMPTP inh | STEP block | CendR NRP1 mod
COc1ccc(-c2csc(-n3ncc(-c4ccccn4)c3N)n2)cc1 | -4 | -1 | 0 | -0.1 | -4 | 0.2 | 8 | -0.5 | -1 | -3
CC(Cc1ccccc1)C(=O)NCc1nc2ccccc2s1 (stereo not drawn) | -2 | 9 | -1 | -1.2 | 7 | -0.7 | 2 | 0.1 | -6 | -8
CC1CN(S(=O)(=O)c2cccc(C(=O)N(Cc3nnc(-c4ccccc4Cl)o3)C3CC3)c2)CC(C)O1 (stereo not drawn) | 1 | -3 | -23 | 2.1 | -1 | -0.1 | -152 | -7.6 | 0 | -4
CCOC1=C2CN(S(=O)(=O)c3ccc(C)cc3)[C@H](c3ccc(CC)cc3)C[C@@H]2N(S(=O)(=O)c2ccc(C)cc2)[C@H](c2ccccc2)C1 | 1 | x | 4 | 0.1 | -4 | -0.2 | 0 | 0.8 | 3 | 1
O=S(=O)(c1ccc(SCc2ccc(Br)cc2)nc1)N1CCCCC1 | -3 | -4 | 1 | -1.3 | -1 | -0.3 | -2 | 0.5 | 2 | -10
Cc1ccnc(SCc2cc(=O)c(OC(=O)c3ccc(S(=O)(=O)N4CCCC4)cc3)co2)n1 | -3 | -7 | 0 | -1.4 | 3 | 0.4 | -4 | -1.0 | 0 | 8
O=C(O)C1CCC2CCCC21 (stereo not drawn) | -3 | x | -4 | x | -6 | -0.4 | 4 | -1.0 | -1 | 18
CN(C(=O)COC(=O)C1CCN(S(=O)(=O)c2ccc(Cl)cc2)CC1)C1CCS(=O)(=O)C1 (stereo not drawn) | 0 | -5 | 0 | 0.0 | 1 | 0.0 | 0 | -0.6 | -4 | 4
COc1cc(/C=C(\C#N)c2nc3ccccc3[nH]2)ccc1O | -3 | -12 | 4 | 1.2 | -460 | 2.0 | -36 | 2.2 | -1 | -242
Cc1cccc(C)c1NC(=O)COC(=O)C1CC(=O)N(Cc2ccccc2)C1 (stereo not drawn) | -4 | 11 | 7 | 0.3 | -6 | 0.1 | 7 | 0.3 | -3 | 4
Cc1ccccc1OCC(O)CNC1CCCC1 (stereo not drawn) | -5 | -2 | -2 | 1.3 | 2 | -1.2 | 6 | -3.1 | -6 | -3

Structures listed so far that have a COOH group:
mol | bovine MsrA act | Scp-1 inhibitor | DNMT1 block | MsrA inh | eLon inh | TbMetRS inhib | SUMO1 PPI mod | LMPTP inh | STEP block | CendR NRP1 mod
O=C(O)c1cc([N+](=O)[O-])ccc1NCc1ccccn1 | -4 | 2 | 5 | 0.9 | 5 | -0.2 | -17 | -1.7 | -3 | 10
CC(C)Cc1oc(C(=O)O)cc1CN | -10 | -5 | 3 | -1.3 | 2 | -1.0 | -4 | -2.4 | -1 | -13
O=C(O)C1CCC2CCCC21 (stereo not drawn) | -3 | x | -4 | x | -6 | -0.4 | 4 | -1.0 | -1 | 18
